Hsp90 inh – displaces geldanamycin probe from tumor Hsp90 | P07900 | NCI-N417 lysate Hsp90, Cy3B-geldanamycin FP displacement | inhibition, % at 30 µM | hit rate 0.35% among 64,000 | AID 429;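 active means inhibition above 50%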;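 further: 0% = tracer plus lysate wells and 100% = tracer alone without lysate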
Fluor 339 460 – intrinsic fluorescence of library compounds, ex339/em460 – biochemical, MLSMR library, data from DPM-DC assay, artefact control, profiling panel. fluorescence fold increase at 10 µM. hit rate 5.5% among 65,000. compound autofluorescence, ex339/em460 nm, NADH buffer; hits give high values; 1 = no-compound wells, NADH background;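 active means at 10 µM, mean starting fluorescence two-fold or more over control wells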;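 further: signal is the first read of a kinetic run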
HTR1A agonist – activates the human 5-HT1a serotonin receptor; AID 567; hit rate 0.56% among 65,000; CHO 5-HT1a Ga15 NFAT-bla reporter, FRET ratio; 0% basal, 100% maximal reference agonist; P08908; activation, % at 10 µM;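 active means activation above the screen-wide mean activation plus 3 SD, cut at about 19% in these data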;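 further: 0% = DMSO wells and 100% = 5-CT at EC100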
Target sequence (P08908 whole entry, looked up): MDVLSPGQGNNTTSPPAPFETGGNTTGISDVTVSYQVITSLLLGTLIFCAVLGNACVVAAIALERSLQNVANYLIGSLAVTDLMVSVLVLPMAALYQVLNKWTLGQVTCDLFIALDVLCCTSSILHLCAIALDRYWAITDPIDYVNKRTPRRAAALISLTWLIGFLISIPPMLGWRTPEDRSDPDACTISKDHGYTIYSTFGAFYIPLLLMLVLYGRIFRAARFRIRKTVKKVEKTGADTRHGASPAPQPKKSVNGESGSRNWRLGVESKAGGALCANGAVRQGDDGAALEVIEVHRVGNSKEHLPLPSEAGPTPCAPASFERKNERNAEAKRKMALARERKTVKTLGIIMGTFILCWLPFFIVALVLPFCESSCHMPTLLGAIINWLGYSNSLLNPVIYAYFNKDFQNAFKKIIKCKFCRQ
D1 mod – allosterically modulates the human D1 dopamine receptor | P21728 | HEK293 D1, CRE-luciferase, dopamine EC30 potentiation; actives deviate in either direction | B-score at 10 µM | hit rate 5.9% among 58,000;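 active means luminescence count or its row- and column-corrected plate score outside the 99.7% band of the plate's sample wells, on either side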
M1 agonist – agonists of M1 muscarinic receptor. AID 626. hit rate 3% among 64,000. B-score at 10 µM. CHO-M1 cells, Fluo-4 calcium fluorescence, agonist mode; hits give high values;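 active means fluorescence rise, raw or as B-score row- and column-corrected plate score, outside the 99.7% band of its plate's samples, either direction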
Ec RNAP inh – inhibitors of Escherichia coli RNA polymerase; E. coli RNA polymerase, fluorescence transcription assay; P0A8V2; hit rate 0.2% among 62,000; inhibition, %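 (tested at 10 µM)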; AID 559; in the data active means inhibition above about 20%;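 further: 0% = enzyme without compound and 100% = no enzyme blank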
HER2 expr 66K – inhibitors of human Her2 kinase expression. AID 645. SKBR-3 HER2 protein level, AlphaScreen, 18-24 h; hits give low values. HER2 level % of control, % at 10 µM. hit rate 0.69% among 65,000;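 active means HER2 level under 5% of the carrier-only control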;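 further: 100% = DMSO carrier and 0% = 500 nM PU-H71 HSP90 inhibitor; lower value means stronger loss of Her2 protein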
NADH coupling – blocks coupling enzymes of NAD/NADH assays | coupled PK/LDH NADH assays, four targets | IC50, µM (titrated, usually from 10 µM), for inactives: top-dose inhibition | hit rate 0.02% among 65,000 | AID 774;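 active means single-dose screening hits from any of four coupled enzyme assays that gave an IC50 when retested across doses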;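 further: the DPM-DC format reads NADH fluorescence rather than 340 nm absorbance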
M1 antagonist – blocks the rat M1 muscarinic receptor response to acetylcholine; P08482; CHO-M1 cells, Fluo-4 calcium, ACh EC80 antagonist mode; hits give low values; B-score at 10 µM; hit rate 3.4% among 64,000;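 active means calcium fluorescence response, raw or row-and-column corrected B-score, differing from the plate sample mean either way at a set confidence level, mostly lower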
Target sequence (P08482 whole entry, looked up): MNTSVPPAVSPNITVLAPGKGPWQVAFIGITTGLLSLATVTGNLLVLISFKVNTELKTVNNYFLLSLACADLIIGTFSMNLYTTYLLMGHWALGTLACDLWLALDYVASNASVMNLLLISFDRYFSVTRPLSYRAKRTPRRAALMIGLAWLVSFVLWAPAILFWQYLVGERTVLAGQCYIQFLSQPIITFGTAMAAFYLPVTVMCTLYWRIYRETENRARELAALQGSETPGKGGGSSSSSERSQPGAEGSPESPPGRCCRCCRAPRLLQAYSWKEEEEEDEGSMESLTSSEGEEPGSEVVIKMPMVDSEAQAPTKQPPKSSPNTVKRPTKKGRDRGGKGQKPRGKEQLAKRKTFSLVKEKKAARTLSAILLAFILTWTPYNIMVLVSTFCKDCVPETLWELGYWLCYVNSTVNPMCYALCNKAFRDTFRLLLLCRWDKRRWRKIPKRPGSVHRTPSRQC
An asterisk follows results filed as active; x = not tested or not shown; [ ] = another dose, or the depositor's remark.

SMILES	Hsp90 inh	Fluor 339 460	HTR1A agonist	D1 mod	M1 agonist	Ec RNAP inh	HER2 expr 66K	NADH coupling	M1 antagonist
O=C(Nc1ccccc1C(=O)NCc1ccco1)c1ccco1	-7	1.1	-4.8	x	0.43	1	103	4%	-0.086
CC1(C)C/C(=C(/C#N)C(N)=O)CCO1	-3	1.1	2.5	0.076	-0.14	6	162	3%	-0.86
Oc1c(C=NCc2ccncc2)sc2ccccc12	-11	1.1	0.8	-0.35	-0.074	4	96	3%	0.013
Cc1c(NC(=O)COc2ncnc3ccccc23)c(=O)n(-c2ccccc2)n1C	-4	1.1	-2.7	-1.4	0.018	1	84	3%	-0.17
Cc1c(Br)cc(C(=O)N2CCCC2)c(C)c1C	-5	1.1	0.7	1.7	-0.3	6	82	3%	0.21
O=C(CCCc1ccccc1)NCCCN1CCOCC1	-1	1.1	-1.4	0.58	0.014	0	102	6%	0.008
CCc1nnc(NCn2nc(C)cc2C)s1	x	1.1	x	-0.25	x	2	93	3%	x
CCc1n[nH]c2c1/C(=N/O)CCC2	0	1.1	-0.8	x	-0.23	1	86	6%	-0.008
Cc1c(C=NCCOCc2ccccc2)cnn1C	0	1	-1.5	0.11	0.23	19	111	2%	0.014
Cc1nnc(N2CCCCC2)c2ccccc12	3	1.1	0.6	x	1.5	1	50	7%	0.096
CS(=O)(=O)c1sc2nc(-c3cccs3)cc(-c3ccccc3)c2c1N	-4	3.8*	-0.4	5.1*	-1.3	-2	92	2%	0.96
COc1cc(C2NC(=O)NC(C)=C2C(=O)OCc2ccc(C)cc2)cc(OC)c1O (centres undefined)	0	1	0.1	2.2	x	2	104	1%	x
O=C(CSc1ncn[nH]1)Nc1ccccc1C(=O)O	0	1.1	-0.5	0.27	0.04	11	99	6%	-0.94
CCOc1ccc(N(Cc2cc3ccc(C)cc3[nH]c2=O)C(=O)COC)cc1	-4	1.3	-4.5	-1.4	-0.026	6	108	3%	-0.085
Cc1noc(N)c1C(=O)Nc1ccc(F)c(Cl)c1	-2	1.1	-0.1	-0.41	0.39	6	87	2%	-0.4
S=c1[nH]nc(-c2cccnc2)n1Cc1ccccc1	0	1.1	-0.9	0.011	0.031	6	131	4%	0.098
COCCn1cc(C(=O)N2CCN(C)CC2)c2c3ccccc3n(C)c2c1=O	-8	4.6*	-3.2	-0.25	0.7	-4	103	6%[fluoresces]	0.18
O=C(CSc1nnc2c(Cl)cc(C(F)(F)F)cn12)Nc1ccc2c(c1)OCO2	x	1.1	0.8	x	-0.48	4	204	3%	-1.2
O=C(CSc1nnc(Cc2ccccc2)n1-c1ccc(Cl)cc1)N1CCOCC1	1	1.1	-1.3	0.009	-2	7	82	7%	-0.054
O=C1C(=O)N(CCCN2CCOCC2)C(c2cccs2)/C1=C(/O)c1ccc2c(c1)OCO2 (centres undefined)	-19	1.1	-1.3	3.7	0.35	8	131	2%	-0.079
COc1cc(CNC2CCCC2)cc(OC)c1OC	-3	1.1	-2.4	0.69	0.22	11	107	9%	-0.042
COc1ccc(-c2nc(NC(=O)C3CCN(c4nc5ccccc5o4)CC3)sc2C)cc1	-4	1.1	-2.4	-0.027	-0.48	4	72	8%	-0.13
Cc1cc(C)n(-c2ccc(C(=O)NC(C)C)cc2)n1	-7	1.1	-0.6	-0.67	0.41	9	97	4%	-0.65
COc1ccccc1C(=O)Nc1ccccn1	1	1.1	-4.8	-1.1	-0.18	0	72	6%	0.55
CN1CCCC(OC(=O)c2cc(Cl)ccc2Cl)C1 (centres undefined)	-3	1.1	1.0	-0.42	0.4	-10	84	4%	-1.2

(list continues)
SMILES	Hsp90 inh	Fluor 339 460	HTR1A agonist	D1 mod	M1 agonist	Ec RNAP inh	HER2 expr 66K	NADH coupling	M1 antagonist
Cc1nn(CCC(=O)O)c2nc(-c3cccnc3)cc(C(F)(F)F)c12	-1	4.9*	1.6	5.4*	0.41	-7	146	5%[fluoresces]	0.011
CCOCc1cc(C)[nH]c(=O)c1C#N	-3	4.5*	-4.6	0.38	-0.053	6	89	4%[fluoresces]	0.6
O=C(O)CSc1nnc(CNc2cccc(C(F)(F)F)c2)n1Cc1ccco1	-3	1.1	-2.9	0.34	0.3	6	99	6%	-0.5
COC(=O)c1ccc(CSc2nc(C)nc3sc(C)c(C)c23)o1	-3	1.1	-4.2	0.59	-0.099	6	100	7%	-0.067
CCN1CCN(C(CNS(=O)(=O)c2ccc(OC)cc2)c2cccnc2)CC1 (centres undefined)	-1	1.1	-2.5	x	-0.45	1	75	2%	0.017
CCCNC(=O)Nc1cc(C)on1	2	1.1	257*	x	-1.2	7	81	4%	-0.52
COc1ccc(OCCCON2C(=O)c3ccccc3C2=O)cc1	-4	1.1	-2.7	x	-3.6	10	87	5%	0.58
COCCn1cc(C(=O)N2CCCC(C)C2)c2c3ccccc3n(C)c2c1=O (centres undefined)	-2	4.5*	-1.4	0.68	0.0061	4	98	10%[fluoresces]	-0.25
O=C(NCc1ccccc1)c1cccc(NC(=O)c2ccco2)c1	x	1.1	-1.9	-0.15	0.058	x	80	2%	-0.23
COc1ccc(-n2nc3cc(C)c(NC(=O)CC(C)C)cc3n2)cc1	-4	2.1*	0.1	x	0.82	1	120	6%[fluoresces]	-0.082
COCc1cc(=O)[nH]c(/N=C(\N)Nc2ccc(Oc3ccccc3)cc2)n1	2	1.1	0.1	0.26	0.32	0	x	5%	-0.085
CC(C)N(C(=O)N1CCC(c2nc(-c3ccncc3)no2)CC1)C(C)C	-3	1	1.5	0.11	-0.5	1	125	2%	-0.65
O=C(O)CC(Cc1ccc(Br)cc1)C(=O)O (centres undefined)	-2	1.1	-1.4	0.016	-0.51	x	82	3%	-0.064
CCOC(=O)c1cnc2c(C(=O)OC)cccc2c1NCCN1CCOCC1	-5	1.3	-0.6	1	0.68	7	117	13%	-1.3
CCOC(=O)c1c(NC(=O)CSc2nnc(-c3ccco3)o2)sc(C(C)=O)c1C	-10	1.1	-1.2	2.9	0.44	6	99	5%	-0.061
Cc1cc(NC(=O)c2ccc(S(=O)(=O)N3CCOCC3)cc2)nc2c1c(=O)oc1ccccc12	-7	1.4	-0.2	x	0.21	7	55	0%	-0.58
COc1ccc(CCNC(=O)c2ccc(=O)[nH]n2)cc1OC	-2	1.1	0.0	x	-0.027	1	113	7%	0.97
Nc1ccc2nc3n(c(=O)c2c1)CCC3	1	2.1*	-0.8	1.1	0.48	-7	97	9%[fluoresces]	0.031
O=C(NCCN1CCN(c2ccccc2)CC1)c1cccn2c(=O)c3ccccc3nc12	x	1.4	1.3	-1.1	-0.18	-14	66	9%	-0.24
Cn1c(C(=O)N2CCc3ccccc3C2)cc2c(=O)n3ccccc3nc21	-2	5*	3.0	2.9	2.1	-33	83	7%[fluoresces]	0.46
CCOC(=O)CC(=O)CSc1nc2ccccc2c(=O)n1-c1ccc(C(=O)N2CCOCC2)cc1	-2	1.1	-0.3	-0.64	0.39	2	95	7%	0.064
CC1(C)Cc2nc(N3CCOCC3)c(C#N)cc2CO1	-3	3.7*	-2.5	2.8*	-0.12	x	82	14%[fluoresces]	0.41
COc1ccc(OCc2nc(N)nc(Nc3cccc(C)c3C)n2)cc1	-2	1.1	3.5	-0.47	1.4	1	96	6%	-0.98
Cc1cccc(NC(=O)CSc2nnc(-c3ccc(S(=O)(=O)N4CCCC4)cc3)o2)c1	3	1.1	-2.0	-0.27	-1.4	6	67	4%	-0.64
C=CCSc1nc2c(c(=O)[nH]c(=O)n2C)n1Cc1ccc(C)cc1	-1	1	0.1	x	0.19	3	103	3%	-0.018

Shown as a hit in HTR1A agonist, of those listed so far:
structure	Fluor 339 460	HTR1A agonist	D1 mod	M1 agonist	Ec RNAP inh	HER2 expr 66K	NADH coupling	M1 antagonist
CCCNC(=O)Nc1cc(C)on1	1.1	257*	x	-1.2	7	81	4%	-0.52

Additional compounds.
SMILES	Hsp90 inh	Fluor 339 460	HTR1A agonist	D1 mod	M1 agonist	Ec RNAP inh	HER2 expr 66K	NADH coupling	M1 antagonist
COc1ccc2c(c1)CC(C1(O)C(=O)Nc3ccccc31)C2=O (centres undefined)	-5	1.1	-2.0	-0.11	0.8	0	76	6%	-0.36
Cc1cccc(NC(=O)c2cc3ccccc3o2)c1	-3	1	-2.9	-2.2	0.18	12	77	3%	0.64
CCOc1cc(S(=O)(=O)N2CCN(CC)CC2)ccc1Cl	-5	1.1	-0.5	0.47	1.6	6	92	7%	0.12
CCOc1ccccc1N1CCN(S(=O)(=O)CC)CC1	-7	1.1	0.8	0.036	-0.53	1	113	6%	-0.095
COC(=O)CC1=C(C(=O)OC)C(c2ccncc2)C(C#N)=C(N)O1 (centres undefined)	-3	1.1	-0.7	x	0.22	14	69	3%	0.078
COC(=O)c1cccc(S(=O)(=O)N2CCC(C)CC2)c1	3	1	-1.3	0.048	-0.71	-6	73	4%	0.26
Cn1c(NC(=O)c2cccs2)cc(=O)n(C)c1=O	-3	1	-1.3	x	-0.78	7	97	4%	-0.11
c1csc(-c2nc3ccccc3[nH]2)c1	-13	3.6*	1.1	-0.66	0	6	70	3%[fluoresces]	-0.036
O=C(NCc1ccc2c(c1)OCO2)C1CCC(CNc2c(N3CCCC3)c(=O)c2=O)CC1 (centres undefined)	-3	0.92	-3.3	2.3*	0.65	5	102	4%	0.23
Cc1ccc(OCc2nnc(SCCN3CCOCC3)n2C)cc1	0	1.1	-2.5	x	-1.4	x	128	15%	-1
O=C(COC(=O)CCC1CCCC1)Nc1ccc(Cl)cn1	-3	1	-5.7	-0.32	-0.013	-2	98	2%	0.39
CC(C)N(Cc1nc(-c2ccc(Cl)cc2)no1)C(=O)CCC1CCCC1	-5	1.1	-3.2	-0.45	3.4*	5	88	3%	0.027
Cc1cc(C)n2cc(CSc3nnnn3-c3ccccc3)nc2n1	-2	1.4	-0.4	0.23	0.32	10	93	2%	-0.73
CN(c1ccc(C(=O)Nc2ccccc2C(F)(F)F)cc1)S(C)(=O)=O	-1	1.1	1.6	0.16	-0.64	12	88	3%	0
Cc1ccc(C(=O)O)cc1S(=O)(=O)NCC1CCCO1 (centres undefined)	77*	1.1	-0.5	0.42	-0.62	4	74	2%	0.075
Cc1noc(C(=O)Nc2c(C)n(C)n(-c3ccccc3)c2=O)c1Cl	-2	1.1	-3.3	-0.13	-0.0024	8	106	1%	-0.36
CCOC(=O)Cc1c(C)c2ccc(N(CC)CC)cc2oc1=O	1	4.4*	25*	-0.53	-0.47	-16	84	12%[fluoresces]	0.88
COc1ccc(C(=O)c2ccc(N(C)C)cc2)c(OC)c1	0	1.1	-3.1	x	x	8	65	4%	x
CN(C)S(=O)(=O)c1ccc(C(=O)OCC(=O)c2ccc(OC(F)F)cc2OC(F)F)cc1	-3	1	0.8	0.31	0.86	9	137	8%	-0.34
CC(C)C1CC(c2csc(N)n2)CCO1 (centres undefined)	1	1.1	-4.7	-0.1	-0.05	6	80	3%	0.19
COc1cccc(C2=NOC(C(=O)NCc3ccccc3)C2)c1 (centres undefined)	-1	1.1	-3.0	0.44	-0.55	3	86	5%	-0.39
COC(=O)c1ccccc1NC(=O)C1CCN(S(=O)(=O)c2cc(C)ccc2OC)CC1	-1	1	1.4	17*	1.3	7	x	2%	0.41
O=C(O)CC1CCCC(c2ccccc2)C1=O (centres undefined)	0	1	-1.0	0.14	-0.5	7	107	3%	-0.083
O=C(NCc1cccc(Cl)c1)c1cccnc1	-7	1.1	-3.3	-0.34	-0.033	7	88	5%	-0.56
CC(C)(O)C#CC#CCN1CCOCC1	4	1.1	-2.5	-0.46	-0.88	0	81	4%	-1.1*

Entries of single compounds, quoted from the list. Order of values: Hsp90 inh, Fluor 339 460, HTR1A agonist, D1 mod, M1 agonist, Ec RNAP inh, HER2 expr 66K, NADH coupling, M1 antagonist
COC(=O)c1cccc(S(=O)(=O)N2CCC(C)CC2)c1 is entered as 3, 1, -1.3, 0.048, -0.71, -6, 73, 4%, 0.26
CC(C)N(Cc1nc(-c2ccc(Cl)cc2)no1)C(=O)CCC1CCCC1 is entered as -5, 1.1, -3.2, -0.45, 3.4*, 5, 88, 3%, 0.027

Screening results from PubChem.
